Giardia FBPA inh: Giardia lamblia aldolase inhibition. A8B2U2. purified Giardia FBPA. Potency, µM (series often up to 59.6 µM), for the others: at the highest dose activity, negative = inhibition, hits mostly inhibitors. 0.71% of 290,000 active. AID 2451; note: potency is the fitted concentration of half-maximal effect; nearly all actives have a fitted effect of over 55% in size
Target sequence (A8B2U2 whole entry, looked up): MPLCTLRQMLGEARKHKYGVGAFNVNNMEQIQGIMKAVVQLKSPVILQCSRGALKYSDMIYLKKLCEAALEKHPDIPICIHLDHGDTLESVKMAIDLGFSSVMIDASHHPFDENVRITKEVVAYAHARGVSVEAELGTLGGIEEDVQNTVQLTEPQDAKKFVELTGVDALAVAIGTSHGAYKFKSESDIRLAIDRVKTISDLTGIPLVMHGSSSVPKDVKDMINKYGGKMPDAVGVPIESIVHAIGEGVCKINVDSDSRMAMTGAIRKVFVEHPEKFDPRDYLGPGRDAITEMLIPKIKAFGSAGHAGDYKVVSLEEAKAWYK
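40 nM FBPA preincubated 10 min at RT with compound (up to 57.5 uM final), then substrate plus GAPDH/TPI/NAD/arsenate coupling and diaphorase/resazurin added. Fluorescence read after 20 min at RT, 525/598 nm.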
AmpC inh no detg: inhibitors of E. coli AmpC beta-lactamase without detergent; P00811; AmpC nitrocefin hydrolysis, absorbance 480 nm, 0.0001% Triton; Potency, µM (top dose mostly 57.1 µM), inactives show top-dose activity change, negative = inhibition, most hits filed as inhibitors; 0.52% of 330,000 active; AID 485341;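 note: potency is the fitted concentration of half-maximal effect; plate controls were no compound for no effect and no enzyme for full effect; nearly all actives have a fitted effect of over 20% in size; some results filed as inactive show a strong effect at the top dose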
Target sequence (P00811 whole entry, looked up): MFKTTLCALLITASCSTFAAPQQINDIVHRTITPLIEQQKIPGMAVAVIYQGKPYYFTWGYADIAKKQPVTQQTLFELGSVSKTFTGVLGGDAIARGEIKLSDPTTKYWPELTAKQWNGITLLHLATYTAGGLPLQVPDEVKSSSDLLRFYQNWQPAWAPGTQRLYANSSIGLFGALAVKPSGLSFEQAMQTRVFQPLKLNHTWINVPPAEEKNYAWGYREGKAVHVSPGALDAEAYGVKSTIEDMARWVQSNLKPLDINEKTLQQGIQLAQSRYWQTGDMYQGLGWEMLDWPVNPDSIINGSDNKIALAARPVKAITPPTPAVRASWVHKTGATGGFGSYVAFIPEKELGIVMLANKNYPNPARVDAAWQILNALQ
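20 mM phosphate pH 7.0 + 0.01% (detergent screen) or 0.0001% Triton X-100; 5.3 nM AmpC reagent; cpd preinc 15 min RT; nitrocefin (800 uM stock) to start; A480 q20 s × 4 min; Activity was normalised to no-enzyme and no-compound control wells.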
AmpC detergent: blocks E. coli AmpC beta-lactamase in detergent assay; P00811; AmpC hydrolysis of nitrocefin, absorbance 480 nm, 0.01% Triton; Potency, µM (highest dose often 114 µM), for inactives: at the top dose activity change, negative = inhibition, hits mostly inhibitors; 0.041% of 370,000 active; AID 485294;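 note: potency is the fitted concentration of half-maximal effect; 0% = no-compound wells and -100% = no-enzyme wells; nearly all actives have a fitted effect of over 25% in size; some results filed as inactive show a strong effect at the top dose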
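AmpC (5.3 nM in the dispensed reagent) in 20 mM phosphate pH 7.0 with 0.01% (detergent screen) or 0.0001% Triton X-100 was preincubated with compounds for 15 min at room temperature. Nitrocefin was then added from an 800 uM solution, and hydrolysis was followed at 480 nm.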
HCV inh: HCV inhibition | 3.4% of 340,000 active | AID 651820 | Potency, µM (top dose mostly 41.8 µM), for the others: at the top dose activity change, negative = inhibition, most hits filed as inhibitors | Huh7.5.1 HCVcc-Cre infection, luciferase reporter, 44 h; note: potency is the fitted concentration of half-maximal effect
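Infectious HCV cell culture screen: compound-treated cells (1,000/well, pre-plated 4 h) are infected with HCVcc-Cre at roughly 0.5 moi and grown 44 h. Infection is quantified by luciferase signal after 15 min substrate incubation at room temperature.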
HCMV antiviral: human cytomegalovirus inhibition; HFF cells, HCMV-luciferase reporter, 72 h; active compounds read low; activity change, negative = inhibition, % at 57.5 µM; 4.5% of 410,000 active; AID 1259415; in the data active = activity change below about -60%; inconclusive = no clear call, values can overlap the other calls; inactive = above about -39%
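Steps: HFFs plated, 16 h 37C; compounds added; HCMV-luciferase added to MOI 1 PFU/cell; 72 h 37C; OneGlo reagent, 5 min room temperature; luminescence read, normalized to controls.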
Sm TGR inh: S. mansoni TGR enzyme inhibition; 3% of 360,000 active; Q962Y6; AID 485364; Potency, µM (titrated, usually from 114 µM), for the others: at the top dose activity change, negative = inhibition, usual class: inhibitors; purified TGR, DTNB reduction, TNB absorbance 405 nm; note: potency is the fitted concentration of half-maximal effect; nearly all actives have a fitted effect of over 60% in size
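Kinetic colorimetric format: TGR-catalysed, NADPH-driven DTNB reduction monitored via TNB absorbance. Enzyme dispensed at 20 nM; compound exposure 15 min at room temperature before reaction start.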
* marks the source's active call; other numbers are inactive results; ? = inconclusive; · = not tested or not shown; & = joins results of further samples; ! = not confirmed by another sample; [ ] = dose if it differs, or a comment. Unless noted, calls come from the whole dose curve; as a rule, active = well fitted curve in the direction sought with a large enough effect; inconclusive = small, poorly fitted or top-dose-only effect, or another doubt; inactive = no such curve, though single readings can be large; an effect the other way counts as inactive or inconclusive. Unless noted, % is set by controls: 0 for no effect and ±100 for the full control effect.

Order of results – Giardia FBPA inh | AmpC inh no detg | AmpC detergent | HCV inh | HCMV antiviral | Sm TGR inh
> COc1cccc(NS(=O)(=O)c2cc(C)sc2C)c1
  -20% | -28% | -9% | 1% | -22 | -12%
> Cc1cc(C)c(OCC(=O)OCC(=O)NC2CCC(C)CC2)c(C)c1 (stereo not drawn)
  · | -19% | -13% | 9% | -4 | 7%
> COc1ccc(CCNC(=O)c2cnn(-c3cccc(C)c3)c2C2CCN(C(=O)OC(C)(C)C)CC2)cc1OC
  · | · | -6% | · | 0 | -6%
> COc1ccc(OC)c(NC(=O)COc2ccc(S(=O)(=O)N3CCCC3)cc2)c1
  -6% | -19% | -8% | ? | -36 | -8%
> CC1CN(CC(=O)c2ccccc2Cl)CC(C)O1 (stereo not drawn)
  -6% | -12% | -9% | 8% | -61* | 45µM*
> Cc1ccc([N+](=O)[O-])cc1S(=O)(=O)N(C(=O)c1ccncc1)c1ccc2oc3c(c2c1)CCCC3
  -7% | -16% | -6% | 3% | 14 | -26%
> Cc1ccc(C(C)(C)NC(=O)C2CCC(=O)N(Cc3ccccc3F)C2)cc1 (stereo not drawn)
  · | 60%[activator] | -2% | 11% | ? | -17%
> CCCC(C(=O)NCC1CCCO1)N(Cc1ccco1)C(=O)CNS(=O)(=O)c1ccc(F)cc1 (stereo not drawn)
  2% | 30% | ? | -8%&4% | 6 | 24%
> N#CC1(NC(=O)COc2ccc(S(=O)(=O)N3CCCC3)cc2[N+](=O)[O-])CCCCC1
  · | 60% | -9% | 4% | -35 | ?
> COc1ccc(C2CC(c3ccccc3)=NN2C(=O)COC(=O)c2nc3nccc(C)n3n2)cc1 (stereo not drawn)
  6% | -2%[2.29 µM] | 1% | -12% | 27 | 2%
> CC(OC(=O)c1ccccc1Oc1ccccc1)C(=O)NC1CC1 (stereo not drawn)
  3% | -2% | 0% | ? | ? | 12%
> Cc1ccc2nsnc2c1NC(=O)CCl
  1% | -17% | -4% | -17% | -24 | 45µM*
> COc1ccc(CN=Nc2cc(C)nc(NS(=O)(=O)c3ccccc3Cl)n2)cc1
  -1% | -30% | -18% | · | 4 | -1%
> Cc1ccc(C)c(NC(=O)c2ccc[n+](Cc3ccc([N+](=O)[O-])cc3)c2)c1
  0% | -15% | -14% | 10% | -15 | -11%
> CC(C)(C)c1cc(NC(=O)c2ccco2)no1
  · | -18% | 5% | 4% | 105 | -3%

Quoted at random: 4 entries already listed.
Order of results – Giardia FBPA inh | AmpC inh no detg | AmpC detergent | HCV inh | HCMV antiviral | Sm TGR inh
> CC(C)(C)c1cc(NC(=O)c2ccco2)no1
  · | -18% | 5% | 4% | 105 | -3%
> COc1ccc(CCNC(=O)c2cnn(-c3cccc(C)c3)c2C2CCN(C(=O)OC(C)(C)C)CC2)cc1OC
  · | · | -6% | · | 0 | -6%
> COc1ccc(OC)c(NC(=O)COc2ccc(S(=O)(=O)N3CCCC3)cc2)c1
  -6% | -19% | -8% | ? | -36 | -8%
> COc1cccc(NS(=O)(=O)c2cc(C)sc2C)c1
  -20% | -28% | -9% | 1% | -22 | -12%

Next section
Order of results – Giardia FBPA inh | AmpC inh no detg | AmpC detergent | HCV inh | HCMV antiviral | Sm TGR inh
> CC(C)NC(=O)Nc1ccc2c(c1)C(=O)N([C@H](C)CO)C[C@H](C)[C@@H](CN(C)C(=O)NC1CCCCC1)O2
  · | -1% | · | ? | -32 | ·
> Cc1cccc(NC(=S)N/N=C/c2ccc(Cl)c([N+](=O)[O-])c2)c1
  -6% | -34% | -10% | ? | 28 | -23%
> CC1=CC2=NC(=O)CC(C)(C(=O)N(CC(=O)NC3CCCC3)Cc3ccccc3)N2C=C1 (stereo not drawn)
  -8% | -14% | -15% | -2% | -13 | 0%
> COC(=O)[C@]1(CC(C)C)N[C@H](c2ccc(-c3ccc(Cl)c(Cl)c3)cc2)[C@@H]2C(=O)N(C)C(=O)[C@@H]21
  · | -4% | -13% | 4% | -14 | -20%
> C[C@H](CO)N1C[C@H](C)[C@@H](CN(C)C(=O)Nc2ccccc2)Oc2c(NS(=O)(=O)c3cccs3)cccc2C1=O
  · | -1% | · | 12% | -4 | ·
> Cc1ccc(CN2CCN(/N=C/c3ccccc3)CC2)cc1
  3% | 22% | 1% | -14% | -17 | 0%
> O=C(/C=C/c1ccc(F)cc1)NCCNC(=O)/C=C/c1ccc(F)cc1
  2% | -19% | -9% | 0% | -36 | ·
> Cc1ccc2c(=O)cc(C(=O)Nc3c(C(=O)c4ccccc4)oc4ccccc34)oc2c1C
  · | · | 0% | · | 4 | -2%
> COc1cccc(C(=O)NC2CCN(CC(=O)NCc3ccccc3OC)CC2)c1
  0% | 6% | -8% | -5% | -24 | -11%
> COc1ccc2[nH]c(C(=O)O)c(NC(=O)c3ccccc3[N+](=O)[O-])c2c1
  5% | -12% | -8% | -1% | 6 | 3%
> COc1ccc2c(C)c(C(=O)NCC(C)O)oc2c1OC (stereo not drawn)
  -11% | -12% | -9% | -22% | 96 | 4%
> COc1ccc(-c2oc(/N=C/N3CCCC3)c(C#N)c2-c2ccc(OC)cc2)cc1
  -6% | -19% | -6% | ? | -28 | -2%
> COCCCNC(=O)c1cnc2c(-c3ccc(F)cc3)c(C)nn2c1C
  · | · | -8% | · | -5 | 2%
> CCC1=NN(C(=O)c2ccccc2Br)C(O)(c2ccc(Br)cc2)C1 (stereo not drawn)
  12% | -21% | -8% | -9% | 8 | -2%
> COc1cc(CNCCCN2CCOCC2)c(Br)cc1OCC(=O)Nc1ccccc1C
  0% | 3%[2.29 µM] | -5% | 1.6µM* | -9 | -26%

Among those listed so far, 2 contain two or more sulfur atoms.
Order of results – Giardia FBPA inh | AmpC inh no detg | AmpC detergent | HCV inh | HCMV antiviral | Sm TGR inh
> COc1cccc(NS(=O)(=O)c2cc(C)sc2C)c1
  -20% | -28% | -9% | 1% | -22 | -12%
> C[C@H](CO)N1C[C@H](C)[C@@H](CN(C)C(=O)Nc2ccccc2)Oc2c(NS(=O)(=O)c3cccs3)cccc2C1=O
  · | -1% | · | 12% | -4 | ·

Later entries:
Order of results – Giardia FBPA inh | AmpC inh no detg | AmpC detergent | HCV inh | HCMV antiviral | Sm TGR inh
> COc1cccc(NC(=O)COc2ccc(C)cc2)c1
  2% | -11% | -1% | -12% | 56 | 0%
> Cc1ccc2nc(-c3ccccc3O)c(Nc3ccccc3C)n2c1
  · | · | -8% | · | 0 | 6%
> Cc1cc(Nc2cccc(Cl)c2C)n2nc(Cc3ccccc3)nc2n1
  · | · | 20% | · | -9 | 2%
> CCn1cc(CN2CCN(C)C(CCO)C2)c2ccccc21 (stereo not drawn)
  8% | -10% | -5% | -9% | -24 | -3%
> COc1ccc(CCN2C(=O)c3[nH]nc(-c4ccccc4O)c3C2c2cccc(OC)c2)cc1 (stereo not drawn)
  · | · | 13% | · | -71* | 2%
> O=C(CN1CCCCCC1)Nc1cccc(Br)c1
  -16% | -37% | -2% | -1% | ? | 3%
> Cc1cc(C)nc(SC2CC(=O)N(c3ccc(Cl)cc3)C2=O)n1 (stereo not drawn)
  6% | 46% | 5% | 14% | -13 | ?
> CCOc1ccc(NC(=O)c2cc(S(=O)(=O)N3CCCCC3)c[nH]2)cc1
  2% | -24% | -14%&-1% | ? | -65*! | -25%&1%
> Cc1cccc(C)c1NC(=O)CNC(=O)Cn1nc(C)c(C)c(C#N)c1=O
  · | 1% | ? | 19% | -38 | -2%
> CCNC(=O)CNC(=O)c1nn(Cc2ccccc2)c(=O)c2ccccc12
  · | 3% | -4% | 7% | -4 | 6%
> CCOc1ccc(NC(=O)N2CCc3ccccc3C2)cc1
  -3% | -19% | ? | 0% | 81 | -14%
> CC(C)CN(C(=O)COC(=O)Cc1ccc(Cl)cc1)c1c(N)n(Cc2ccccc2)c(=O)[nH]c1=O
  · | -10% | -9% | ? | -31 | 3%
> O=C(NC1CCCC1)c1ccc(CSc2nc3cccnc3n2Cc2ccc(F)cc2)cc1
  · | · | 5% | · | 2 | -10%
> CC(C)CC(NC(=O)OC(C)(C)C)C(=O)O (stereo not drawn)
  6% | -18% | 7% | 9% | -33 | 6%
> CCn1c(=O)n(-c2ccc(Cl)cc2)c(=O)c2c3c(sc21)COC(C)(C)C3
  1% | -3% | 1% | -22% | 21 | 2%

More entries.
Order of results – Giardia FBPA inh | AmpC inh no detg | AmpC detergent | HCV inh | HCMV antiviral | Sm TGR inh
> O=C(C1CCCO1)N1CCN(C(=S)Nc2ccc(F)c(Cl)c2)CC1 (stereo not drawn)
  -3% | -19% | 0% | 25% | -6 | 2%
> COc1cc(-c2nnc(SCC(=O)NCc3ccccc3Cl)o2)cc(OC)c1OC
  · | · | -5% | · | -23 | 0%
> Cc1cc2cc(C)c3nnc(SCC(=O)NCc4ccc5c(c4)OCO5)n3c2cc1C
  0% | 68%[activator] | -2% | ? | -39 | 12%
> CCOc1ccccc1C(=O)N1CCc2cc(OC)c(OC)cc2C1COc1ccc2c(C)cc(=O)oc2c1 (stereo not drawn)
  · | · | -7% | · | -3 | -2%
> CCC(C(=O)Nc1ccccc1Cl)n1nc(C)c2c(C)n(-c3ccccc3)nc2c1=O (stereo not drawn)
  · | -22% | -9% | ? | -80* | 2%
> CCOC(=O)c1ccc(N/C=C2\CCCCC2=O)cc1
  -17% | -20% | ? | -5% | 82 | -15%
> CCN1CCN(CC(=O)N2N=C(c3ccc(OC)cc3)CC2c2ccc(OC)cc2)C(=O)C1=O (stereo not drawn)
  2% | 151%[activator] | -2% | -9% | 19 | -1%
> COc1ccc(-c2c(O)c(C#N)c(-c3ccccc3)n(-c3ccc(OC)cc3)c2=O)cc1
  5% | -16% | 2% | 22% | 10 | -3%
> Cc1c(C(=O)OCC(=O)NC(=O)NC2CCCCC2)cccc1[N+](=O)[O-]
  · | -22% | · | 18% | 6 | ·
> Oc1ccc(N2CCN(C(c3ccncc3)c3nnnn3C3CCCC3)CC2)cc1 (stereo not drawn)
  -23% | -8% | -4% | -13%&-2% | 20 | -34%
> COc1ccc2nc(C)cc(SCC(=O)Nc3c(C)cc(C)cc3C)c2c1
  4% | -10% | -2% | 12% | -17 | 8%
> CCOc1ccccc1NC(=O)NNC(=O)CCc1ccc(OC)cc1
  1% | 0% | -14% | -2% | -3 | -3%
> N#Cc1c(NC(=O)c2ccc(Br)o2)n(-c2ccccc2)c2nc3ccccc3nc12
  ? | -50% | -6% | 4% | -24 | ?
> Cc1ccc2nc3c(cc2c1)c(NC(=O)c1cccnc1)nn3C
  -28% | 1% | ? | ? | 62 | 9%
